Assay outcomes deposited in PubChem by Broad Institute.
PAX8 inh HTS: inhibitors of PAX8 transcriptional activity in RMG-I cells. 1.2% of 360,000 active. RMG-I TPO-luciferase reporter, SteadyGlo, 24 h. AID 652154. inhibition, % at 12.6 µM;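 active means mean replicate inhibition at least 60% with every replicate also reaching 60%; inconclusive means only one of the two criteria is met; inactive means mean below 60% and not all replicates reaching 60%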;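 further: luciferase light reporting Pax8 driven TPO promoter activity; plate controls were median of neutral control wells for no effect and mitoxantrone controls for full effect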
ARNT TACC3 PPI: disrupts binding between human ARNT and TACC3 | Q9Y6A5 | AlphaScreen His-ARNT PAS-B/GST-TACC3 binding, luminescence; TACC3 fragment carries E629A point mutation | inhibition, % at 9.99 µM | 0.66% of 390,000 active | AID 623870;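 active means mean inhibition of replicates at least 50% and at least half of replicates each reaching 50%; inconclusive means half or more replicates reach 50% but mean below 50%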;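 further: 0% = complete ARNT plus TACC3 wells and 100% = ARNT alone without TACC3; many hits fall short of the cut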
EWS-Fli block: blocks EWS/Fli oncoprotein-driven transcription | A673 NR0B1-luciferase reporter, viability-normalised | 0.67% of 350,000 active | AID 651661 | inhibition, % at 12.6 µM;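 active means mean inhibition of at least 50% after viability correction, with every replicate also passing that limit; inconclusive means mean reaches 50% but only one of two replicates passes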;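 further: firefly luciferase signal divided by Alamar Blue viability fluorescence both relative to DMSO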
SIRT5 block: sirtuin-5 (human) deacylase inhibition. inhibition, % at 15 µM. 1.1% of 330,000 active. AID 652115. Q9NXA8. Purified SirT5, succinyl-peptide AMC, trypsin-coupled fluorescence; in the data active means inhibition above about 15%; inconclusive means no clear call, values can overlap the other calls
Target sequence (Q9NXA8 whole entry, looked up): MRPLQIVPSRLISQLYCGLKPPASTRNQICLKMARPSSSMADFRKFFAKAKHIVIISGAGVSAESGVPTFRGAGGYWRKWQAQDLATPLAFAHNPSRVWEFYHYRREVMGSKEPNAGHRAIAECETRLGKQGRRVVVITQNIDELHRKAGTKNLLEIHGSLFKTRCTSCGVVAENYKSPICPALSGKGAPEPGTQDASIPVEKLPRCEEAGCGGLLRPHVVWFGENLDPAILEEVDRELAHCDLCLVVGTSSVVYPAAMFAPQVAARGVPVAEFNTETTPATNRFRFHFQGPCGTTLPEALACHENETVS
CASP6 VEID inh: caspase-6 (human) enzyme inhibition | purified caspase-6, Z-VEID-R110 cleavage fluorescence | inhibition, % at 12.5 µM | 0.53% of 350,000 active | AID 686996;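 active means mean inhibition across replicates at least about 35%, with every replicate also reaching that limit, limit read from the data; inconclusive means only one of the two criteria met; inactive means neither criterion met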;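 further: 0% = median of neutral control wells and 100% = no fluorescence left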
Target sequence (P55212 24-179 limits assumed): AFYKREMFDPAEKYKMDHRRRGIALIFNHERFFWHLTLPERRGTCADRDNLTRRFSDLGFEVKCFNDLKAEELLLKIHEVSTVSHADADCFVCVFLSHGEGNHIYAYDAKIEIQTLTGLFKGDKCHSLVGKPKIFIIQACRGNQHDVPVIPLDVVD
Target sequence (P55212 194-293 limits assumed): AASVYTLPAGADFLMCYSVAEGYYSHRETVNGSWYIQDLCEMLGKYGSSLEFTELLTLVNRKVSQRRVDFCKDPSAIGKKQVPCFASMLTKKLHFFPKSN
DENV2 CPE: DENV2-induced cell death inhibition; 1.7% of 350,000 active; AID 651640; DENV2-infected cells, cytopathic effect rescue, plate reader; CPE inhibition, % at 9.99 µM; in the data active means CPE inhibition above about 20%, passing the limit was not always enough; inconclusive means no clear call, values can overlap the other calls; tested in BHK-21 cells;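 further: 0% = median of neutral control wells and 100% = median of positive control wells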
LGR2 antag: blocks bursicon-induced cAMP signaling via Drosophila LGR2; 0.35% of 380,000 active; inhibition, % at 9.99 µM; HEK293 LGR2, CRE-luciferase, bursicon-stimulated, 4 h;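 active means drop in luminescence signal, shown as inhibition above about 50% in the replicate tests, limit read from the data, passing the limit was not always enough; inconclusive means probably only some replicates passing the limit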;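 further: agonist challenge used bursicon conditioned medium at about half maximal strength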
* marks the source's active call; other numbers are inactive results; u = inconclusive; x = not tested or not shown; & = joins results of further samples.

Second line of a record – PAX8 inh HTS	ARNT TACC3 PPI	EWS-Fli block	SIRT5 block	CASP6 VEID inh	DENV2 CPE	LGR2 antag
- O=C(NC1CCCCC1)N[C@@H]1CC[C@H](CCNS(=O)(=O)c2ccc(Cl)cc2)O[C@H]1CO
  7	-4	-55	7	-1	-11	13
- Cc1c(CCC(=O)NCCCn2ccnc2)c(=O)oc2c(C)c3occ(C(C)(C)C)c3cc12
  47	15	12	-5	-13	16	5
- Cc1ccccc1-c1cnc2c(c1)C(=O)N([C@@H](C)CO)C[C@@H](C)[C@H](CN(C)C(=O)c1ccc(F)cc1)O2
  x	-3	-7	0	2	-3	-3
- O=S1(=O)Cc2cc3ccccc3cc2C1
  -11	3	-8	-1	-1	1	-10
- Cc1cccc(Cc2cnc(NC(=O)C3=NCCN3)s2)c1
  0	-2	20	x	-3	6	-4
- CC1CCCC(n2cnc3cc(C(=O)O)ccc32)C1C (stereo not given)
  7	-5	4	-5	5	8	-10
- CCN1CCN(c2cc(C)c3cc(NC(=S)NCCCN4CCc5ccccc5C4)ccc3n2)CC1
  30	18	37	1	-127	u	-25
- COC(=O)C1=CN(c2ccc(F)cc2)C=C(C(=O)OC)C1c1ccc([N+](=O)[O-])cc1
  2	11	0	-2	3	-16	-1
- COc1ccc(C2=NN(C(=O)c3ccccc3)C(c3ccccc3)C2)c(O)c1 (stereo not given)
  -21	-15	15	-4	-4	4	-1
- COc1c(F)cccc1C1=CC(=O)C[C@H](c2ccc3c(c2)OCO3)C1
  -15	-3	-6	-1	6	-8	-21

Some of the entries so far, tab-delimited:
compound	PAX8 inh HTS	ARNT TACC3 PPI	EWS-Fli block	SIRT5 block	CASP6 VEID inh	DENV2 CPE	LGR2 antag
Cc1cccc(Cc2cnc(NC(=O)C3=NCCN3)s2)c1	0	-2	20	x	-3	6	-4
CC1CCCC(n2cnc3cc(C(=O)O)ccc32)C1C (stereo not given)	7	-5	4	-5	5	8	-10
CCN1CCN(c2cc(C)c3cc(NC(=S)NCCCN4CCc5ccccc5C4)ccc3n2)CC1	30	18	37	1	-127	u	-25

The listing picks up, starting five compounds before the break.
Second line of a record – PAX8 inh HTS	ARNT TACC3 PPI	EWS-Fli block	SIRT5 block	CASP6 VEID inh	DENV2 CPE	LGR2 antag
- CC1CCCC(n2cnc3cc(C(=O)O)ccc32)C1C (stereo not given)
  7	-5	4	-5	5	8	-10
- CCN1CCN(c2cc(C)c3cc(NC(=S)NCCCN4CCc5ccccc5C4)ccc3n2)CC1
  30	18	37	1	-127	u	-25
- COC(=O)C1=CN(c2ccc(F)cc2)C=C(C(=O)OC)C1c1ccc([N+](=O)[O-])cc1
  2	11	0	-2	3	-16	-1
- COc1ccc(C2=NN(C(=O)c3ccccc3)C(c3ccccc3)C2)c(O)c1 (stereo not given)
  -21	-15	15	-4	-4	4	-1
- COc1c(F)cccc1C1=CC(=O)C[C@H](c2ccc3c(c2)OCO3)C1
  -15	-3	-6	-1	6	-8	-21
- Cc1ccc(S(=O)(=O)N(C)C[C@@H]2OCCCC[C@H](C)Oc3ccc(NC(=O)Nc4ccc(C(F)(F)F)cc4)cc3C(=O)N([C@@H](C)CO)C[C@H]2C)cc1
  32	14	2	2	3	23*	1
- CN1c2ccc(-c3ccc(C#N)cc3)cc2[C@@H]2[C@@H](CCN2C(=O)CC2CC2)[C@@H]1CO
  1	-29	5	-16	1	u	3
- COc1cccc(/C=C2\SC(=O)NC2=O)c1OCc1ccc(C(=O)O)cc1
  -27	20	0	9	19	0	-37
- Cc1ccc(S(=O)(=O)N(C)C[C@H]2Oc3ccc(NC(=O)CCCN(C)C)cc3C(=O)N([C@H](C)CO)C[C@@H]2C)cc1
  -11	-6	-6	-1	2	4	2
- S=C(CSc1ccccc1)Nc1cccc2ccccc12
  -4	x	15	x	4	-5	-57
- Cc1ccc2nc(NC(=O)c3ccc4ncsc4c3)sc2c1
  -97	2	-57	x	-3	-4	-38
- O=C(C[C@H]1CC[C@@H]2NC[C@H](O)COC[C@H]2O1)NCc1ccc2c(c1)OCO2
  -26	-14	-8	1	1	18	-14
- O=C(C[C@H]1CC[C@H]2NC[C@H](O)COC[C@@H]2O1)NCCN1CCCC1
  -5	x	x	-4	-1	8	1
- O=C(O)C(c1ccccc1)N1C(=O)c2cccc3cccc(c23)C1=O (stereo not given)
  7	-3	10	3	3	-15	-5
- CN(c1ccccc1)S(=O)(=O)c1cccc(NC(=O)COc2ccccc2)c1
  -24	2	-12	5	-2	-7	x
- CCCCN(C(=O)Cc1ccc(S(=O)(=O)N2CCOCC2)s1)c1c(N)n(CCCC)c(=O)[nH]c1=O
  -7	-2	4	-4	7	-3	-7
- COc1cccc(C#Cc2cnc3c(c2)C(=O)N([C@@H](C)CO)C[C@H](C)[C@H](CN(C)C(=O)C2CCC2)O3)c1
  -3&-5&-2	-3&-4	-1&-6&-9	-1&-2&1	-1&0&-1	5&5&0	-35&-14
- CC1(C)CC(=O)C=C(C2CC2)C1=O
  -1	x	2	0	-1	2	29
- O=C(NC(=S)N1CCCc2ccccc21)c1ccco1
  -6	x	-16	22*	-1	5	-23
- CCCNC(=O)N(C)C[C@H]1Oc2ncc(-c3ccc(F)cc3)cc2C(=O)N([C@H](C)CO)C[C@@H]1C
  x	-6	2	-4	-3	5	4
- Cc1noc(C)c1NC(=O)Nc1ccc2c(c1)CC(=O)N([C@H](C)CO)C[C@H](C)[C@H](CN(C)CC1CC1)O2
  -14	-2	-17	2	0	-6	7
- Cc1cccc(NC(=O)CSCC(=O)Nc2ccc(S(=O)(=O)N3CCCC3)cc2)c1
  -3	2	2	-1	1	-4	18
- CCCn1c(O)c(N=NC(=O)CNC(=O)c2cccnc2)c2ccccc21
  14	-4	x	3	2	-1	-1
- CC(C)C(C)NC(=O)COc1ccc([N+](=O)[O-])cc1Cl (stereo not given)
  -5	5	5	-1	2	2	19
- COc1ccc(-c2[nH]ncc2CN(C)Cc2ccccn2)c(OC)c1
  0	-5	-2	-1	-2	-4	-1
- COc1cc(/C=C2\SC(=S)N(NS(=O)(=O)c3ccccc3)C2=O)cc(OC)c1OC
  19	16	6	1	3	-7	2
- C[C@@H]1CN([C@H](C)CO)C(=O)c2cccc(NC(=O)Nc3ccc(C(F)(F)F)cc3)c2O[C@H]1CN(C)Cc1ccccc1
  x	21	17	5	x	-4	3
- O=C(C1=C[C@@H](c2coc3ccccc3c2=O)C[C@@H](OCCCCO)O1)N1CCN(Cc2ccccc2)CC1
  19	-14	-3&-7	-2	1&-4	-16&8	8
- COc1ccc(S(=O)(=O)N2CCOCC2)cc1C(=O)N1CCCCC1
  7	-22	6	0	3	2	7
- C[C@H](CO)N1C[C@H](C)[C@H](CN(C)Cc2ccncc2)OCCCC[C@H](C)Oc2ccc(N(C)C)cc2C1=O
  -1	0	-1	0	2	1	5
- CSc1ccccc1OCc1cc(C(=O)N2C[C@H]3CC[C@H]2C3)no1
  -155	0	x	-3	2	-4	-39
- C[C@@H]1CCCCO[C@@H](CN(C)S(C)(=O)=O)[C@H](C)CN([C@@H](C)CO)C(=O)c2cc(NS(=O)(=O)c3cccs3)ccc2O1
  x	4	-5	-3	1	-10	5
- O=C(CSc1nnc(NC(=O)c2cccc(Br)c2)s1)NCC1CCCO1 (stereo not given)
  -25	-9	-29	-5	0	-6	5
- CCCc1ccc(-c2cc(C(=O)Nc3ccc([N+](=O)[O-])cn3)c3ccccc3n2)cc1
  -19	-5	-18	-8	0	3	x
- Cc1nnc2n(-c3ccccc3)c(=O)c3ccccc3n12
  3	-6	-38	5	-2	-5	-5
- O=C(CCNS(=O)(=O)c1ccccc1)OCc1nnc(-c2ccccc2)o1
  -24	4	-24	-2	3	-1	-12
- O=S(=O)(Nc1cccc(-n2cnnn2)c1)c1ccc(Cl)nc1
  20	3	-9	2	0	2	16
- CC(=O)N(CC1CCC1)C[C@@H]1N[C@@H](CO)[C@H]1c1ccc(C2=CCCC2)cc1
  9	2	0	1	x	-4	26
- Cc1ccc(NC(=O)Cc2ccc(-n3cccc3)cc2)c(C)c1
  -6	0	x	x	x	x	-20
- Cc1nn(CCc2nc(-c3ccco3)cs2)c2[nH]c(=O)cc(C(F)(F)F)c12
  x	-2	4	16*	49*	10	-2
- C/C(CC(=O)Nc1ccc([N+](=O)[O-])cc1)=N/NC(=O)C1CC12CCC2 (stereo not given)
  4	3	6	-1	3	12	-16
- COc1ccc(S(=O)(=O)Nc2ccc3c(c2)C(=O)N([C@H](C)CO)C[C@H](C)[C@H](CN(C)C(=O)Nc2ccc(C(F)(F)F)cc2)OCCCC[C@@H](C)O3)cc1
  25	11	-1	x	-1	-7	12
- Cc1noc(C)c1NC(=O)N(C)C[C@H]1Oc2c(NC(=O)Nc3ccc(F)cc3)cccc2C(=O)N([C@H](C)CO)C[C@@H]1C
  -13	-6	-12	-8	-2	3	-9
- O=C(NCCCN1CCCC1)c1ccc2c(c1)N(Cc1ccccc1)CCS2
  3	6	3	-20	2	4	2
- C[C@@H]1CN([C@@H](C)CO)C(=O)c2cc(C#Cc3ccccn3)cnc2O[C@H]1CN(C)Cc1ccncc1
  x	0	-1	0	-2	-9	2
- CSc1ncc(C(C)=O)c(C)n1
  20	-1	-6	3	0	-1	-12
- C[C@@H]1CCCCO[C@H](CN(C)C(=O)Nc2ccccc2)[C@H](C)CN([C@@H](C)CO)C(=O)c2cc(NC(=O)Nc3ccc(C(F)(F)F)cc3)ccc2O1
  15	x	-18	1	2	u	-11
- CCOC(=O)c1ccc(NS(=O)(=O)c2c(N)[nH]c(=O)[nH]c2=O)cc1
  -5	23	-8	x	0	-11	-2
- Cc1ccc(S(=O)(=O)Cc2c(C)noc2C)cc1
  x	-12	-6	1	2	-2	-1
- O=C(c1ccccc1)N1CCN(c2ncccn2)CC1
  5	2	-8	0	2	-1	0
- CCOC(=O)C1(CCc2ccccc2)CCN(C(=O)CCc2cnn(C)c2)CC1
  1	-4	-7	1	1	-1	-2
- O=C(NCc1ccccc1)c1cc2ccc(O)cc2oc1=O
  -77	-1	-15	-70	2	-3	-7
- COc1ccc(NC(=O)COc2ccc(/C=N/NC(=O)c3cccnc3)cc2OC)cc1
  7	x	-28	-3	-3	-2	-17
- CCC(=O)N1C[C@H](C)[C@@H](OC)CN(C)C(=O)c2ccc(NC(=O)c3ccccc3)cc2OC[C@H]1C
  5	-1	0	-1	3	-1	-1
- Fc1ccc(Oc2ccnc(Cl)n2)c(Cl)c1
  -21	x	0	-3	-1	-1	x

Additional structures:
Second line of a record – PAX8 inh HTS	ARNT TACC3 PPI	EWS-Fli block	SIRT5 block	CASP6 VEID inh	DENV2 CPE	LGR2 antag
- Cc1cc(Br)ccc1SCC(=O)OC/C(O)=C(\C#N)c1nc2ccccc2[nH]1
  37	-2	-1	21*	-7	5	0
- CC(C)(C)C(=O)Nc1nnc(SCC(=O)NC2CCCC2)s1
  0	-6	-2	-3	0	-5	11
- CN(C(=O)c1ccc2nccnc2c1)C1CCCCC1
  -18	-5	-12	1	0	5	4
- O=C(NCc1ccccc1CN1CCCC1)c1cccc(S(=O)(=O)Nc2ccc(F)cc2)c1
  13	6	7	0	-26	4	9
- Cc1ccc(S(=O)(=O)N2CCc3ccccc3CC2)cc1
  -9	-6	6	x	-1	-11	23
- C[C@H](CO)N1C[C@H](C)[C@H](CN(C)Cc2ccc(Oc3ccccc3)cc2)Oc2ccc(NS(=O)(=O)c3ccc(F)cc3)cc2C1=O
  -4	-6	-3	3	7	3	13
- C[C@H](CO)N1C[C@H](C)[C@H](CN(C)Cc2ccncc2)OCc2ccccc2-c2c(n(C)c3ccccc23)C1=O
  -7	x	2&7	1&-3	4&1	7&-4	2

Random draw from the library; any-hit rate near 4.9%.
